# hcGAS lum = Primary biochemical luminescence assay for human cyclic GMP-AMP synthase inhibitors | AID 1259398, 2018 | recombinant h-cGAS, ATP depletion, Kinase-Glo luminescence | Q8N884 | inhibition, % at 12.5 µM | hit rate 0.081% among 290,000;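 note: 0% = vehicle reaction and 100% = reaction without DNA for no activity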
# Target sequence (Q8N884 whole entry, looked up): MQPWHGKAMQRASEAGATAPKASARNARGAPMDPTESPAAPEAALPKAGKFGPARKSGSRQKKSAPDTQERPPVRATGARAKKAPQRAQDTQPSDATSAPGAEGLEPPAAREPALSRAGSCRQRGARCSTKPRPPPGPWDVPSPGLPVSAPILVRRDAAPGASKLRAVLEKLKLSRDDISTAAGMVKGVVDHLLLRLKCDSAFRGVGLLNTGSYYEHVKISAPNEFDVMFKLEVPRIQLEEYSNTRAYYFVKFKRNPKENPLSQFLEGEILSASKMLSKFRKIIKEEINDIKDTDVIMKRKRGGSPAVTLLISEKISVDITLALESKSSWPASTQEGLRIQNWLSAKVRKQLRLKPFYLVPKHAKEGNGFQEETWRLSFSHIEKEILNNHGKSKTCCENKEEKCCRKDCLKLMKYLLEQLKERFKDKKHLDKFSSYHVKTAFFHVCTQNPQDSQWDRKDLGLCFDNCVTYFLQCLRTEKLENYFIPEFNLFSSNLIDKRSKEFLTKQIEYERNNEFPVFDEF
# NPYLR7 ag = agonists of mosquito NPYLR7 receptor, primary screen, cell-based, Aedes aegypti, calcium fluorescence, mosquito biting behavior; Aedes aegypti neuropeptide Y-like receptor 7 (NPYLR7); activation, % at 10 µM; HEK293T NPYLR7/Galpha15, GCaMP6s calcium fluorescence; hit rate 0.15% among 270,000; in the data active = activation above about 40%;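 note: 0% = vehicle and 100% = reference agonist at the receptor; some compounds past the cut are filed as inactive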
# mcGAS inh = cyclic GMP-AMP synthase inhibitors, mouse, primary biochemical chemiluminescence; Q8C6L5; recombinant cGAS, Kinase-Glo ATP depletion luminescence; inhibition, % at 12.5 µM; hit rate 0.15% among 160,000;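 note: 0% = negative control wells and 100% = reference inhibitor with no enzyme activity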
# Starred values were filed as active, the others as inactive; x = no result given; & = joins results of further samples. Cut-off read from the data, not from the text of the source, unless noted: active = inhibition above about 40%; inactive = the rest.
SMILES | hcGAS lum | NPYLR7 ag | mcGAS inh
COCCn1c(SCC(=O)Nc2cccc(C)c2)nc2c(c1=O)SC(C)C2 (stereo not drawn) | -10 | -1 | x
CCc1cc(=O)n2c(n1)SCC2CC(=O)Nc1ccon1 (stereo not drawn) | -5 | -2 | x
CCc1cccc(OCC(=O)N2CCC(NS(=O)(=O)c3cccs3)CC2)c1 | -6 | 6 | x
Cc1ccc(S(=O)(=O)NC(=O)C2(C)CCN2C(=O)c2c(C)noc2C)cc1 (stereo not drawn) | -8 | 2 | x
Clc1ccc(CN2CCC(CCn3cccn3)CC2)s1 | 2 | 3 | x
C=CCn1c(N)cc(=O)nc1SC(CC)C(=O)Nc1ccc(S(N)(=O)=O)cc1 (stereo not drawn) | -6 | 4 | x
CCOC(=O)C1CCN(CC(=O)N2N=C(c3ccc(OC)cc3OC)CC2c2ccccc2Cl)CC1 (stereo not drawn) | -5 | -6 | -5
COc1ccc(-c2cc(C(=O)NC3CCN(Cc4ccccc4)CC3)c(C)n2-c2ccc(F)cc2F)cc1 | 3 | 18 | -3
NC1=NC(=O)C(CC(=O)Nc2ccc(SC(F)(F)C(F)(F)C(F)(F)F)cc2)S1 (stereo not drawn) | -5 | -5 | x
O=C(Nc1cccc(-c2cc3ccccc3[nH]2)c1)C1CCN(C(=O)C2CCCO2)CC1 (stereo not drawn) | 1&-4 | 0&1 | x
COCCn1c(-c2ccncc2)nn(CN2CCOCC2)c1=S | -2 | -1 | -11
CCNC(=O)N(CCOC)Cc1c(-c2ccccc2)noc1N(CC)CC | 0 | 3 | -4
Cc1ccccc1-n1c(SCCCC(=O)N2CCN(C(=O)CC(C)(C)C)C(C)C2)nnc1-c1ccccc1 (stereo not drawn) | -13 | -4 | -6
CC(C)CCNC(=O)CN1C(=O)COc2ccccc21 | -9 | 14 | -5
CCOC(=O)c1c(C)n(C)c2cc(Br)c(O)cc12 | -3 | -2 | -3
COC(=O)c1ccc(COC(CN2CCN(C(=O)c3cc4ccccc4s3)CC2)c2ccc(Cl)cc2)cc1 (stereo not drawn) | -4 | x | -6
CCOC(=O)N1CCN(C(=O)CNC2CCCC(C)C2C)CC1 (stereo not drawn) | -1 | -5 | 1
O=C(NC1CCCCC1)C(=O)N1CCN2C(=O)CNC(=O)C2C1 (stereo not drawn) | -3 | 5 | -2
CN(CCC(F)(F)F)CC1CCCN(CCO)C1 (stereo not drawn) | -14 | x | -7
Cc1[nH]nc2c1C(c1c(F)c(F)c(F)c(F)c1F)C(C#N)C(=N)O2 (stereo not drawn) | -3 | 25 | x
O=C(COc1ccc(Cl)cc1)NNC(=O)c1ccccc1C(=O)O | 0 | 2 | x
c1csc(-c2nnc(SCc3cn4ccccc4n3)n2C2CC2)c1 | -2 | 1 | x
COc1cccc(C2NC(=O)N(C)C3=C2C(=O)N(CC(=O)Nc2ccccc2F)C3)c1OC (stereo not drawn) | 2 | x | 1
CN1CCC(OC2CCN(C(=O)c3cnn(C)c3)CC2)CC1 | -6 | x | -4
CC(C)(C)NC(=O)N1CCN(c2nc(-c3ccc(Cl)cc3)nc3ccccc23)CC1 | -3 | 6 | -7
CC12C(=O)N(c3cccc([N+](=O)[O-])c3)C(=O)C1C(c1ccccc1)N1CCCN12 (stereo not drawn) | -7 | 12 | x
COc1ccc(Br)cc1CN(C)C(=O)/C=C/c1ccc(C#N)cc1 | -8 | 1 | x
COc1ccc(CCC(=O)c2c(O)cc(O[C@@H]3O[C@H](CO)C(O)[C@H](O)C3O[C@@H]3O[C@@H](C)[C@H](O)[C@@H](O)[C@H]3O)cc2O)cc1O (stereo partly drawn) | -2 | x | -2
CC(C)(C)c1ncc(C(=O)Nc2cc(Br)ccc2-n2cncn2)s1 | -6 | -2 | -10
CCc1ccc(C(=O)N(Cc2ccc(OS(=O)(=O)c3cccc(C(F)(F)F)c3)cc2)CC(C)C)cc1 | -1 | -6 | 0
COc1cccc(NC(=O)Cn2cc(-c3nnc(C)o3)c3ccccc32)c1 | -6 | 0 | -8
O=C(CC1CCCO1)NC(c1cccs1)C1CCCC1 (stereo not drawn) | -7 | -4 | -9
CC(C)c1ccccc1S(=O)(=O)c1cc(N)c2ncccc2c1[N+](=O)[O-] | 3 | -19 | x
CC1(C)CN(C(=O)NCc2cccc(Cn3cncn3)c2)CCS1 | -12 | -22 | x
Cc1ccc(Nc2nc(-c3c(N)n(C)c(=O)n(C)c3=O)c(C)s2)cc1 | 1 | 1 | x
CC1(C)O[C@@H]2C[C@@](OCc3cccc(C(F)(F)F)c3)(C(=O)NCC3CCCO3)CC(OCc3cccc(Cl)c3)[C@@H]2O1 (stereo partly drawn) | 1 | -1 | -6
Cc1nc(NC(=O)N2CCC[C@H]2C(N)=O)sc1-c1csc(C(C)(C)C)n1 | -7 | -1 | -11
Cc1cc(C)c2nc(N(CCN(C)C)C(=O)c3cccc([N+](=O)[O-])c3)sc2c1 | 0 | -9 | -1
FC(F)(F)c1ccc(N=c2oc3ccccc3cc2-c2nc3ccccc3[nH]2)cc1 | -4 | -2 | -6
O=C(NCc1noc(Cn2ccnc2)n1)c1ccccc1 | -1 | -2 | -2
Cc1ccc(Cc2nsc(N(CC(=O)NCCc3ccccc3)Cc3ccccc3)n2)cc1 | -10 | -1 | -4
O=C1Nc2c(Br)cc(F)cc2C1=NN1CCOCC1 | -5 | 4 | x
COC(=O)Nc1ccc(S(=O)(=O)N2CCCC(C(=O)N(C)C3CCCCC3)C2)cc1 (stereo not drawn) | -6 | -6 | -6
CCOC(=O)c1nn(-c2ccc(C(=O)NCCc3cccs3)cc2)c2c1Cc1ccccc1-2 | 0 | 0 | -5
Cn1ccc(C(=O)NC(c2ccccc2)c2ccc(F)cc2)cc1=O (stereo not drawn) | 0 | -4 | x
CCOCCOc1cnn(-c2ccccc2)c(=O)c1Nc1cccc(C(=O)NCc2ccc(F)cc2)c1 | -1 | -3 | -1
Cc1ccsc1[C@@H]1CCN(C(=O)CC2=CCCCC2)C[C@H]1O | -7 | 11 | x
CC(Oc1ccc(Br)cc1)C(=O)NCC(C)(C)N1CCOCC1 (stereo not drawn) | -6 | -3 | -16
c1ccc2c(c1)Nc1nc3ccccc3nc1S2 | -9 | 34 | x
Cc1ccc(C(NC(=O)C(=O)c2ccco2)c2cccnc2)c(C)c1 (stereo not drawn) | -4 | 1 | -17
Cc1c(-c2ccccc2)[n+](CC(=O)c2ccc(Cl)cc2)c2ccccn12 | -5 | 3 | -6
Cc1ccc2c(=O)[nH]c(Cc3ccccc3C(=O)O)nc2c1 | -5 | -8 | -4
CCc1ccc(CN(Cc2cccnc2)Cc2ccsc2)nc1 | -10 | -4 | x
Cc1cc(F)ccc1Oc1cc(N2CCN(C3CCCC3)CC2)ncn1 | -3 | -8 | -6
COc1ccc(C2CC(c3cccc(F)c3)=NN2C(=O)CN2CCc3ccccc3C2)cc1 (stereo not drawn) | -4 | 23 | -5
CCOC(=O)c1c(C)nn(-c2ccc(C(=O)NC34CC5CC(CC(C5)C3)C4)cc2)c1C | -2 | -10 | -5

# (listing goes on)
# Every second line gives: hcGAS lum | NPYLR7 ag | mcGAS inh
CCC(C)NC(=O)c1coc(CN(CCc2c[nH]c3ccccc23)Cc2ccc(Cl)cc2Cl)n1 (stereo not drawn)
 : 1 | -3 | -3
O=C(CCn1c(=O)oc2ccccc21)N1CCN(c2ccccc2F)CC1
 : -6 | 0 | -2
CCCCNc1cc(C(=O)O)cc(S(N)(=O)=O)c1Oc1ccccc1
 : 5&1&-5&-3 | -16&-3&1&2 | -5&-3
COc1cccc(-c2noc(C(C)NC(=O)N(C)C3CC3)n2)c1 (stereo not drawn)
 : -11 | -13 | x
CCOC(=O)C1(C(=O)OCC)Oc2ccc3ccccc3c2C1O (stereo not drawn)
 : 0 | -12 | -3
CC1=CC(=NNc2ccnc3cc(Cl)ccc23)CC1
 : 0 | 2 | x
Cc1n[nH]c(C)c1CCCNC(=O)CCn1c(C)cc2ccccc21
 : -8 | 16 | -12
Cc1nc2c(C(=O)NCc3cccnc3N3CCN(C)CC3)cccc2[nH]1
 : 2 | x | -13
CCCCCOC(=O)C1=C(C)NC(=O)NC1c1cc(OC)ccc1OC (stereo not drawn)
 : -1 | -6 | -2
Cn1cnnc1C1CCN(C(=O)c2ccccc2C2CCNC2)CC1 (stereo not drawn)
 : -4 | -4 | x
CCc1nnc(N2C(=O)c3ccc(C(=O)c4ccc(C(=O)O)cc4)cc3C2=O)s1
 : -3 | 9 | x
C=C(C)[C@@H]1CC[C@]2(CO)CC[C@]3(C)[C@H](CC[C@@H]4[C@@]5(C)CC[C@H](O)C(C)(C)[C@@H]5CC[C@]43C)[C@@H]12
 : -6 | 24 | x
O=C(NCc1ccco1)c1ccc2nc3ccsc3c(=O)n2c1
 : -7 | 11 | x
O=C(NCCCNC(=O)[C@H]1CCCN1C(=O)c1cc(C(F)(F)F)cc(C(F)(F)F)c1)c1ccccc1
 : -7 | 23 | -10
CC(=O)N1N=C(c2ccccc2NS(C)(=O)=O)CC1c1cccc2cccnc12 (stereo not drawn)
 : -11 | 3 | x
COc1ccc(CN(C)Cc2nnc(C(C)C)o2)cc1OC(F)F
 : 5 | -2 | x
CCn1nnnc1-c1cccc(NC(=O)N2CC(C)OC(C)C2)c1 (stereo not drawn)
 : -3 | 14 | x
O=C1CC2(CCN(C(=O)CCc3ccc(-c4ccc(Cl)cc4)[nH]3)CC2)CN1
 : -1 | -9 | x
Nc1nc(-c2c(F)cccc2F)co1
 : -16 | 1 | -16
Cc1ccn2c(=O)c(NC(=O)c3ccccc3Cl)c(C)nc2c1
 : -16 | 5 | x
COc1ccccc1-c1c(C)nn2c(N3CCN(c4ccccc4)CC3)cc(C)nc12
 : -7 | 2 | -5
O=C(Nc1ccc(-c2ccn[nH]2)cc1)C1CCCN(Cc2cnn(-c3ccccc3)c2)C1 (stereo not drawn)
 : 6 | 3 | x
Cc1ccc(N(CCCN2C(=O)c3cccc4cccc(c34)C2=O)C(=O)C(C)(C)C)cc1
 : -7 | 2 | -8
CC(C)Oc1ccc(CN2CCC2(C)C(=O)Nc2ccc3c(c2)OCO3)cc1 (stereo not drawn)
 : -8 | 4 | x
COCCCN(Cc1c(-c2ccccc2)noc1N1CCCCC1)C(=O)Nc1cccc(Cl)c1
 : -4 | 4 | -5
CCCCS(=O)(=O)N1CN(S(=O)(=O)CCCC)C2NC(=O)NC21 (stereo not drawn)
 : -14 | 0 | -3
CNC(=O)NC(=O)COc1ccc(-c2ccccc2)cc1Cl
 : -4 | 6 | x
Cc1ccc(OCC(=O)Nc2ccnc(C(=O)N(C)C)c2)cc1C
 : -6 | -15 | x
CCOc1ccccc1N1CCN(C(=O)c2ccccc2N2CCC(NC(=O)c3ccc(OC)cc3)CC2)CC1
 : -7 | 1 | x
CC(Cn1cncn1)NC(=O)c1cc(COc2cccc(F)c2)[nH]n1 (stereo not drawn)
 : -9 | 16 | -13
Cc1cc(C)cc(NC(=O)CSc2nc(=O)n3cc(C)ccc3n2)c1
 : -11 | 1 | -9
Cc1ccc(S(=O)(=O)n2ccn(C(=O)C(C)C)c2=O)cc1
 : -9 | 8 | -6
Cc1cc(N2CCN(c3ccccc3Cl)CC2)nc(SCc2cccc(C(=O)NCc3ccccn3)c2)n1
 : -7 | 11 | -6
CCN(Cc1ccc2c(c1)OC(F)(F)O2)C1CCS(=O)(=O)C1 (stereo not drawn)
 : -3 | -2 | x
Cc1nccc(N2CCC(N3CCCC(C(=O)NC4CC4)C3)CC2)n1 (stereo not drawn)
 : -3 | 28 | x
COc1ccc(-c2nc3scc(CCNS(=O)(=O)c4ccc5c(c4)OCCO5)n3n2)cc1
 : -5 | -16 | -6
CC(C)SC(NC(=O)OCc1ccccc1)C(=O)NC(c1ccccc1)c1ccc(Cl)cc1 (stereo not drawn)
 : -1 | -6 | -4
CCC(=O)N1CCN(c2ccc(NC(=O)COC)cn2)CC1
 : 0 | -5 | 2
CCc1ocnc1C(=O)N(C)CCc1nc2c(C)cccc2[nH]1
 : -7 | 5 | -12
OCCCc1nc2n(n1)C(c1ccccc1)CC(c1ccccc1)=N2 (stereo not drawn)
 : -5 | 6 | x
CC(C)CC(=O)Nn1cnc2c(cnn2-c2cccc(Cl)c2)c1=O
 : -17 | 3 | x
C=CCn1nc(C(=O)O)c2c1CCC(N(C)Cc1sccc1C)C2 (stereo not drawn)
 : -12 | 9 | x
COCCN(Cc1ccc(OC)cc1)c1c(C)nc2ccc(C(=O)NCc3ccc(N(C)C)cc3)cn12
 : -6 | -5 | -3
Cc1ccc(NC(=O)N2CCN(CC(OCc3ccc(C(F)(F)F)cc3)c3ccc(Cl)cc3)CC2)cc1 (stereo not drawn)
 : -2 | 27 | -6
O=C(CN1CCN(Cc2cc3c(cc2Br)OCCO3)CC1)NC1CC1
 : -6 | -4 | x
Nc1cccc(N=Cc2nc(-c3ccccc3Br)oc2O)n1
 : -4 | -4 | -5
Cc1ccc(NC2CCCN(C(=O)c3cnc4ccccn4c3=O)C2)cc1C (stereo not drawn)
 : -12 | 3 | x
Oc1c(C(c2cccnc2)N2CCOCC2)ccc2cccnc12 (stereo not drawn)
 : -3 | -1 | x
CC(Sc1n[nH]c(=O)[nH]c1=O)C(=O)O (stereo not drawn)
 : 2 | -3 | x

# Screening data deposited in PubChem by Fisher Drug Discovery Resource Center.
